High-throughput results as filed in PubChem.
LNCaP diff act: activators of LNCaP prostate cell differentiation, primary screen, flow cytometry side scatter | 4 d | side scatter shift, % at 10 µM | 0.56% of 24,000 active | AID 795, 2007;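 active means side scatter shift above 30%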;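 further: androgen-responsive LNCaP prostate cancer cells in charcoal-stripped serum medium; percent of cells past a gate set so DMSO wells show 10% shift; higher shift means more granular cells and more differentiation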
VLA-4 antagonist: inhibitors of LDV-FITC binding to Mn2+-activated VLA-4, primary screen, Jurkat cells. Integrin alpha-4 (Homo sapiens), P13612. LDV-FITC binding with Mn2+, flow cytometry; 100% = Mn2+-driven binding gain fully reversed. inhibition, % at 10 µM (by protocol). 0.2% of 24,000 active;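 active means inhibition above 50%; inconclusive means compound itself fluorescent, judged against control cell fluorescence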;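 further: 0% = Mn2+ stimulated cells lacking compound and 100% = ligand binding without Mn2+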
Target sequence (P13612 whole entry, looked up): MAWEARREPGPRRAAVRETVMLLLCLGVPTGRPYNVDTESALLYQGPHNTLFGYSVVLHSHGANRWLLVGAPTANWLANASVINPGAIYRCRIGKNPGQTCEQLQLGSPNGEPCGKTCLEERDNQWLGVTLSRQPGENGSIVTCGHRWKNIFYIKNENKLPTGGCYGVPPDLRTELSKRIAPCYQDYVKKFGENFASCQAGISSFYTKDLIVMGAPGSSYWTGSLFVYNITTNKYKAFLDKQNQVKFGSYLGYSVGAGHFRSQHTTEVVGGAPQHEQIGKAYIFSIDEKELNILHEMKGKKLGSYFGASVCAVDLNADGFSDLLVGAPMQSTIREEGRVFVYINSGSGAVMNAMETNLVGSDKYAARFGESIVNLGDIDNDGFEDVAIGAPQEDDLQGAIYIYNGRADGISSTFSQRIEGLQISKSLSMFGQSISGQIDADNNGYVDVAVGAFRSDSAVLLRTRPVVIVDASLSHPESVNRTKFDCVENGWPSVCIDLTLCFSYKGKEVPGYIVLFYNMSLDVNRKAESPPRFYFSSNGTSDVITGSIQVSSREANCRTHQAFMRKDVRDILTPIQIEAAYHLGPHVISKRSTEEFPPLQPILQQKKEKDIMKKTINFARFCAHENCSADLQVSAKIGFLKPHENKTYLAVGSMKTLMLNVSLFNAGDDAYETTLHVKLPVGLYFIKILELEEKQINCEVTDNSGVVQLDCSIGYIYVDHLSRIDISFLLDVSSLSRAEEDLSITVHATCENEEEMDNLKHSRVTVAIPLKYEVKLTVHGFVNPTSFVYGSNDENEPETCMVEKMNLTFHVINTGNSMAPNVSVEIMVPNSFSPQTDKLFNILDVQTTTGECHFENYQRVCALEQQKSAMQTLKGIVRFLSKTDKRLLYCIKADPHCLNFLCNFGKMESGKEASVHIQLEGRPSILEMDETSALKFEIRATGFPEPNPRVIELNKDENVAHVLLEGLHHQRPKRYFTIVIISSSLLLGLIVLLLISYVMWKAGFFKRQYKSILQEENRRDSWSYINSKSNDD
Autofluor Jurkat: compound autofluorescence on Jurkat cells, primary screen, artefact control for VLA-4 allosteric ligand project, cell-based, flow cytometry; fluorescence ratio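 (tested at 10 µM compound in the well)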; 0.61% of 24,000 active; stronger effect = higher value; 1 = vehicle-only cell background;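 active means fluorescence ratio above 2.44, which is 1 plus 3 SD of all ratios; inconclusive means signal too bright to measure linearly, ratio around 10 or more; inactive means fluorescence ratio below 2.44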;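 further: green fluorescence of cells measured with 488 nm excitation and 530 nm emission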
VLA-4 agonist: enhancers of LDV-FITC binding to VLA-4 integrin, primary screen, Jurkat cells, flow cytometry | AID 528, 2006 | 24,000 tested, under 10 active | Integrin alpha-4 (Homo sapiens), P13612 | activation, % at 10 µM (by protocol);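 active means fluorescent ligand binding to cells raised by more than 40% of the manganese-induced maximum; inconclusive means compound's own fluorescence above 85% of the ligand control signal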;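 further: 0% = ligand binding without compound and 100% = manganese-stimulated maximal binding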
The depositor's hits bear a star; ? = inconclusive.

LNCaP diff act	Autofluor Jurkat	VLA-4 agonist	VLA-4 antagonist	molecule
8	0.95	2	1	Cc1onc(-c2ccccc2)c1C(=O)Nc1ccc(S(=O)(=O)N2CCCCC2)cc1
8	1	-2	-22	COC(=O)c1ccc(NC2(C#N)C(=O)Nc3ccccc32)cc1 (configuration not stated)
4	0.98	6	-18	CCC(=O)N[C@@H]1CC(C(C)(C)NC(=O)CC)CC=C1C (some centres not stated)
7	1	-2	-10	O=C(C1CCN(S(=O)(=O)c2cccc3cccnc23)CC1)N1CCN(C2CCCCC2)CC1
7	1.1	-6	-3	COC1(OC)N=C(N)C2(C#N)C(c3cccc(Oc4ccccc4)c3)C12C#N (configuration not stated)
14	0.96	4	-14	Cc1cc(C)n(C(=O)CNC(=O)C2COc3ccccc3O2)n1 (configuration not stated)
3	1.1	-1	10	COc1cc(NC(=O)c2nnn(Cc3ccc(SC)cc3)c2N)cc(OC)c1
3	1.1	-10	-14	Cn1c(=N)c(S(=O)(=O)c2ccc(Cl)cc2)cc2c(=O)n3ccccc3nc21

A draw from above in order of formula weight, smallest number first.
LNCaP diff act	Autofluor Jurkat	VLA-4 agonist	VLA-4 antagonist	molecule
4	0.98	6	-18	CCC(=O)N[C@@H]1CC(C(C)(C)NC(=O)CC)CC=C1C (some centres not stated)
8	1	-2	-22	COC(=O)c1ccc(NC2(C#N)C(=O)Nc3ccccc32)cc1 (configuration not stated)
7	1	-2	-10	O=C(C1CCN(S(=O)(=O)c2cccc3cccnc23)CC1)N1CCN(C2CCCCC2)CC1

(next part)
LNCaP diff act	Autofluor Jurkat	VLA-4 agonist	VLA-4 antagonist	molecule
16	1.1	4	3	COc1ccc(CCNC(=O)CCn2cccc2)cc1OC
7	1	0	-8	COc1ccccc1C1/C(=C(\O)c2c(C)nc3c(C)cccn23)C(=O)C(=O)N1CCCN(C)C (configuration not stated)
4	0.99	3	-23	Cc1cc(NC(=O)CSc2ccc3nnc(-c4cccc(F)c4)n3n2)no1
18	1	-7	16	COc1ccc(OC)c(Nc2ncnc3c2cnn3-c2cccc(C)c2)c1
9	1.1	10	-22	O=c1cc(Nc2ccc3c(c2)OCO3)[nH]c(=O)n1-c1ccc(Br)cc1
13	1.1	-9	-9	Cc1[nH]c2ccc(F)cc2c(=O)c1SC(F)(F)C(F)C(F)(F)F (configuration not stated)
13	1.1	-9	-4	N=c1c(C(=O)NCc2ccc(F)cc2)cc2c(=O)n3ccccc3nc2n1CCCN1CCOCC1
6	1	-3	3	O=c1oc2ccccc2cc1NCc1ccccc1O
12	1.2	-6	12	Cc1cccc(-c2nc(CN3CCCC(C(=O)NC4CCCCC4)C3)c(C)o2)c1 (configuration not stated)
9	1	8	-16	CN1CCN(C2=Nc3cc(Cl)ccc3Nc3ccccc32)CC1
2	1	1	-3	Cc1ccc(CNC(=O)C2CCCN(S(=O)(=O)c3cnc[nH]3)C2)cc1 (configuration not stated)
9	1	-3	2	COC(=O)c1ccc(COC(=O)c2c(C)nn(Cc3ccccc3Cl)c2Cl)o1
2	1.1	-13	4	O=C(NCc1ccccn1)C1CCCN(S(=O)(=O)c2cccc3nsnc23)C1 (configuration not stated)
5	0.98	1	-11	O=C(NC1CCCCC1)N1CCCCCCC1
6	1	3	-21	CCCC(=O)NC(Nc1ccc(S(=O)(=O)Nc2cc(C)on2)cc1)(C(=O)OCC)C(F)(F)F (configuration not stated)
0	1.1	3	-5	Cc1cc(C(=O)NCC2CCCO2)n(-c2ccccc2)n1 (configuration not stated)
8	1.1	1	8	COc1ccc(C(=O)Nc2nnc(Cc3cccs3)s2)cc1OC
6	1	9	-17	CC(=O)N1CCc2cc(S(=O)(=O)NCCC3=CCCCC3)ccc21
7	0.98	-6	-16	O=C(Cc1ccc(Br)cc1)N1CCCCCC1
2	0.96	7	-10	c1ccc(-c2nnc(CN3CCC4(CC3)OCCO4)o2)cc1
7	1.1	5	-23	CCN(CC)S(=O)(=O)c1cccc2c(N(C)C)cccc12
2	1.1	3	-1	Cc1cc(=S)cc(C)n1CCCO
3	1	7	-42	Cn1c(-c2cc(Br)ccc2O)n[nH]c1=S
2	1	-3	4	O=C(NC1CCCCC1)c1ccc(CS(=O)(=O)Cc2ccccc2F)o1
5	1.1	0	18	CCCN1CCN(C(=O)CCCn2c(C)c3cnn(-c4ccccc4)c(=O)c3c2C)CC1
10	1	-3	-14	CC(=O)NCCc1cc2ccc(C)cc2[nH]c1=O
8	0.99	-2	32	O=C(NCC(c1cccnc1)N1CCN(c2ccc(F)cc2)CC1)C1CCCCC1 (configuration not stated)
18	1.1	-2	9	Cc1ccccc1C(=O)NC1CCN(Cc2nnnn2Cc2ccccc2)CC1
25	1	0	6	CCCCn1c(CN2CCN(CCO)CC2)nc2ccccc21
2	1	-2	-14	CCCSc1nc2c(c(=O)n1-c1ccc(OCC)cc1)SCC2
9	0.97	3	-13	O=C(O)CSc1ccc2ccccc2n1
5	1.1	-3	4	O=C(CCCNS(=O)(=O)c1cccc2nsnc12)NCc1ccc(F)cc1
11	1.1	-4	12	COc1ccc(F)cc1S(=O)(=O)Nc1ccc2c(c1)OCCO2
10	1.1	1	16	CCn1c(=O)cc(SCC(=O)N2CCN(Cc3ccc4c(c3)OCO4)CC2)c2ccccc21
22	1	4	12	Cc1cc(=O)n2nc(N3CCCC(C(=O)NCc4ccc5c(c4)OCO5)C3)sc2n1 (configuration not stated)
4	1	-5	-2	CC1CCCN(S(=O)(=O)c2ccc(Br)s2)C1 (configuration not stated)
7	1.2	-46	-6	CCOC(=O)N1CCN(c2c(N3CCN(c4ccccn4)CC3)c(=O)c2=O)CC1
18	0.99	6	-46	CCOC(=O)N1CCC(N2C(=O)c3ccc(C(=O)O)cc3C2=O)CC1
15	1.8	?	-10	Nc1nc2n(n1)C(c1cccc(Br)c1)CC(c1ccccc1)N2 (configuration not stated)
19	1	2	-2	COc1ccc(-n2ncc3c(N4CCN(c5cccc(C)c5C)CC4)ncnc32)cc1
11	1.4	4	-2	Cc1cccc2nc(Cn3c(=O)n(CCCC(=O)NCc4ccco4)c(=O)c4ccccc43)cc(=O)n12
4	1.1	2	-4	COc1cccc(CNC(=O)c2cc3oc4ccccc4c3n2C)c1OC
9	1	2	-6	CCOC(=O)C1CCCN(C(=O)Cc2ccc(OC)c(OC)c2)C1 (configuration not stated)
4	1	-5	-10	COc1ccc(C2(CNC(C)=O)CCOCC2)cc1OC
7	1.1	5	-16	CCOc1ccc(NC(=O)NC2CCOC(C)(C)C2)cc1 (configuration not stated)
2	1.1	-5	9	COc1ccc(CCNC(=O)c2cc(-c3ccccc3OC)on2)cc1OC
6	1	2	-6	O=C(CSc1nc2c(c(=O)n1-c1ccc(Cl)cc1)SCC2)N1CCCC1
12	1.2	3	-8	C/C(=C\C(=O)O)CC(=O)O
4	1	0	-4	COC(=O)c1ccc(C2C(C(=O)Nc3ccc(C)cc3C)=C(C)Nc3ncnn32)cc1 (configuration not stated)
3	0.9	?	?	CN(CC(=O)Nc1ccc(Cl)cc1)S(=O)(=O)c1cccc2cccnc12
14	0.97	12	-10	CCCn1c(=N)n(CCOc2ccc(OC)cc2)c2ccccc21
4	1.1	4	-28	CCOC(=O)N1CCN(C(=O)c2ccc3c(c2)sc2nc(-c4ccc(OC)cc4)cn23)CC1
8	1.1	-1	2	COc1ccc(N2C(N)=C(C#N)C(c3cccnc3)C3=C2CC(C)(C)CC3=O)cc1 (configuration not stated)
3	1	-4	-9	Cc1ccc(Cn2c(CN3CCOCC3)nc3c2c(=O)[nH]c(=O)n3C)cc1
11	1.1	0	-14	O=C(Nc1cccc(F)c1)c1cc(S(=O)(=O)N2CCC(C(=O)O)CC2)ccc1F
4	1.1	3	4	COc1ccc(-c2nc(CS(=O)CC(=O)NCC3CCCO3)c(C)o2)cc1 (configuration not stated)

The listing continues:
LNCaP diff act	Autofluor Jurkat	VLA-4 agonist	VLA-4 antagonist	molecule
5	0.91	1	-11	COc1ccc(Br)cc1CNC(=O)C1CCCN(c2nc3ccccc3o2)C1 (configuration not stated)
3	0.94	2	-11	Cn1c(=O)c2sccc2n2c(CCCC(=O)NCc3ccc4c(c3)OCO4)nnc12
3	0.99	5	-7	CCOC(=O)CSc1nc2ccccc2c(=O)n1CC1CCC(C(=O)NCc2ccco2)CC1 (configuration not stated)
25	1.1	2	4	N#Cc1ccc(CSc2nnc(-c3cccs3)n2-c2ccccc2)cc1
1	1.2	42*	-58	CCCCC[C@H](O)/C=C/[C@H]1C=CC(=O)[C@@H]1C/C=C\CCCC(=O)O
7	1.1	?	?	CCOc1cc(C2C(C(=O)c3ccccc3)=C(C(=O)OC)Nc3nnnn32)ccc1O (configuration not stated)
7	0.9	-1	-4	COc1ccccc1NC(=O)c1cnc2n(c1=O)CCS2
16	1	0	-8	Cc1ccc2[nH]c(=O)c(CN(Cc3ccc4c(c3)OCO4)Cc3nnnn3Cc3ccco3)cc2c1

Two entries drawn at random from those above:
LNCaP diff act	Autofluor Jurkat	VLA-4 agonist	VLA-4 antagonist	molecule
7	1.1	?	?	CCOc1cc(C2C(C(=O)c3ccccc3)=C(C(=O)OC)Nc3nnnn32)ccc1O (configuration not stated)
3	0.94	2	-11	Cn1c(=O)c2sccc2n2c(CCCC(=O)NCc3ccc4c(c3)OCO4)nnc12

Following part.
LNCaP diff act	Autofluor Jurkat	VLA-4 agonist	VLA-4 antagonist	molecule
10	1	3	6	CCOc1ccc2nc(NC(=O)c3ccc(S(=O)(=O)N4CCOCC4)cc3)sc2c1
5	1.2	?	?	CCN1C(=O)CSc2ccc(C(=O)NC3CCCCC3)cc21
6	1	10	0	CCOc1ccccc1Nc1nnc(C)c(=O)[nH]1
6	0.96	-1	-6	CCOc1ncccc1C(=O)Nc1ccc(Cl)cc1
16	1.1	1	-10	Cn1c(/C(C#N)=C/Nc2ccccn2)nc2ccccc21
2	1.1	-11	47	COc1ccc(CNC(=O)c2cc(-c3ccccc3OC)on2)cc1
5	0.93	10	-9	O=C(C1CCCN(Cc2cccnc2)C1)N1CCCCC1 (configuration not stated)
7	0.99	3	-8	COc1cc(OC)c(C#N)c(S(=O)Cc2ccccc2)c1 (configuration not stated)
5	0.88	5	4	Fc1cc(F)c2nc(N3CCCCC3)sc2c1
2	1	0	15	CCOc1ccc(C(CC(=O)O)NC(=O)COc2ccccc2)cc1 (configuration not stated)
11	1	0	-12	Cc1cc(=O)[nH]c(SCC(=O)NCc2ccco2)n1
4	1.1	-6	10	O=C(NCCN1CCOCC1)c1ccc(CS(=O)(=O)c2c(Cl)cccc2Cl)o1
16	0.99	-4	20	CCN(CC)S(=O)(=O)c1ccc(NC2c3ccccc3C(=O)N2Cc2ccc3c(c2)OCO3)cc1 (configuration not stated)
13	1.1	4	6	O=C1c2ccccc2C(=O)N1c1cccc(-c2nc3ccccc3o2)c1
4	0.99	0	-15	COC(=O)CN1C(=O)C(O)(CC(=O)c2ccc(C)cc2)c2cc(Br)ccc21 (configuration not stated)
6	0.97	2	-4	Cc1cc(NC(=O)C2CC(c3ccc(F)cc3)=NO2)n(-c2ccccc2)n1 (configuration not stated)
5	0.99	-3	-6	CCN(CC(=O)NC1CCS(=O)(=O)C1)C(=O)C(c1ccccc1)c1ccccc1 (configuration not stated)
4	1.1	7	-34	O=C(CC(C(=O)N1CCc2ccccc21)n1ccnc1)NCc1cccnc1 (configuration not stated)
4	1.1	-3	-2	COc1cc(NC(=O)c2csc3c2CCCC3)ncn1
5	1.2	?	?	CCN1CCN(C(=O)c2cc3c(-c4ccc(Cl)cc4)nn(C)c3s2)CC1
8	1	-2	6	Cc1ccc(C(=O)Nc2c(C(=O)N3CCOCC3)cnn2-c2ccccc2)cc1
7	1.1	?	?	Cc1ccc2cc(CN(Cc3ccc(F)cc3)Cc3nnnn3C3CCCC3)c(=O)[nH]c2c1
6	1.1	0	-4	COc1cccc(NC(=O)N[C@@H](Cc2ccccc2)C(=O)O)c1

A portion of the library. The share of hits here may be higher or lower than overall.
